PL biosyn Enam – animal cell phospholipid biosynthesis inhibition, Enamine screen; calls only at 10 µM; ZR-82 CHO cells, pyrene fatty acid UV survival, CellTiter Blue; peroxisome-deficient CHO-K1 mutant line; plus DGAT-1, DGAT-2 and ACAT inhibitors; AID 1347385; 20,000 compounds, 0.4% hits;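 active = cell survival signal 2 SD away from solvent-only control wells, confirmed on one or two retests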;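 note: 3 h compound exposure then viability read about one day after UV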
Calls only; i = inactive; + = active, no number. The list is partial (hit frequency here may not be typical).

#	SMILES	PL biosyn Enam
1	c1ccc(-n2nnnc2Sc2ncnc3sc4c(c23)CCC4)cc1	i
2	CC(=O)c1ccc(N2CC(O)(c3ccc(C(C)(C)C)cc3)[N+]3=C2SCCC3)cc1 (stereo not given)	i
3	O=C1c2ccccc2C(=O)c2c1oc1c3c(ccc21)OCN(CCCN1CCOCC1)C3	i
4	Fc1ccc(Nc2ccc3ccccc3n2)cc1Cl	i
5	Cc1noc(C)c1S(=O)(=O)NCc1ccc2c(c1)OCO2	i
6	CCCCNS(=O)(=O)c1ccc2c(c1)[nH]c(=S)n2CCCC	i
7	O=C(CN1C(=O)NC2(CCCC2)C1=O)OCc1nc2scc(-c3ccco3)c2c(=O)[nH]1	i
8	CCC(CC)=NNc1ccc([N+](=O)[O-])cc1[N+](=O)[O-]	i
9	C[n+]1ccccc1C1CCCC/C1=N/Nc1ccc([N+](=O)[O-])cc1[N+](=O)[O-] (stereo not given)	i
10	O=C(O)/C=C/C1=C(Cl)c2ccccc2S1(=O)=O	i
11	CCN=c1scc(-c2ccc(F)cc2)n1/N=C(\C)CC(C)C	i
12	Clc1ccc2nc(-c3ccc(Br)cc3)c(Cl)c(-c3ccccc3Cl)c2c1	i
13	C[n+]1ccccc1N1CC2(C)CC1CC(C)(C)C2 (stereo not given)	i
14	Cc1cccc2nc(CSc3nnc(NC4CC4)s3)cc(=O)n12	i
15	CCOC(=O)c1c(C)[nH]c(C2=Nn3c(nnc3C3CC3)SC2C)c1C (stereo not given)	i
16	Cc1nnc(SCc2nc(-c3ccc(C(C)C)cc3)no2)n1C1CC1	i
17	CC(=NC(C)C)C1=C(O)CCC1=O	i
18	CC(C)Nc1nnc(SCc2cc([N+](=O)[O-])cc3c2OCOC3)s1	i
19	c1ccc(-c2cc(-c3nnc(-c4ccccc4)c(-c4ccccc4)n3)[nH]n2)cc1	i
20	CCCn1c(N)c(N(CCOC)C(=O)C(F)(F)F)c(=O)n(CC(=O)NC(=O)NCC)c1=O	i
21	Cc1nn(CC(=O)N2CC(C)OC(C)C2)c(C)c1[N+](=O)[O-] (stereo not given)	i
22	Clc1cc2c(c(CSCc3ccc(Cl)c(Cl)c3)c1)OCOC2	i
23	Clc1ccc(-c2csc3[n+]2CCS3)cc1	i
24	O=S(=O)(c1ccccc1)N1CN(c2ccc(N3CCOCC3)cc2)c2nc3ccccc3nc21	i
25	CC(=O)c1c(C)[nH]c(C(=O)OC2CCOC2=O)c1C (stereo not given)	i
26	C(=N\Nc1nc2ccccc2[nH]1)/C1CCCCC1	i
27	FC(F)(F)c1nc(NCCc2ccccn2)c2ccccc2n1	i
28	S=c1nc(-c2ccccc2Cl)n2c(sc3ccccc32)c1-c1nc2ccccc2s1	i
29	Nc1c(C(=O)CSc2nnc(NCc3ccco3)s2)c(=O)[nH]c(=O)n1C1CC1	i
30	O=S(=O)(c1c(Cl)cc(Br)cc1Cl)N1CCN(C(=S)NC2CCCCC2)CC1	i
31	Cc1cc(C2Nc3ccccc3-c3nc4ccccc4n32)c(C)n1-c1ccccc1 (stereo not given)	i
32	CCCCN(C(=O)CC1CCCC1)c1c(N)n(CCC)c(=O)[nH]c1=O	i
33	CC12CCC(C/C1=N/N=C/c1ccc(Br)cc1)C2(C)C (stereo not given)	i
34	Nc1ccc(Cl)c(S(=O)(=O)Nc2ccc(Br)cc2)c1	i
35	Cn1nnnc1SCc1nc2ccccc2o1	i
36	Cc1cccc2nc(CSc3nnnn3C3CC3)cc(=O)n12	i
37	CCn1c(=S)[nH]c2sc3c(c2c1=O)CCCC3	i
38	CN1CCN(S(=O)(=O)c2ccc(=S)[nH]c2)CC1	i
39	Cc1ccc(-[n+]2cc(Cl)on2)cc1	i
40	O=c1cc(CSc2nnc3n2CCCCC3)nc2sccn12	i
41	NS(=O)(=O)c1ccc(NS(=O)(=O)c2ccc(Cl)cc2)cc1	i
42	Nc1ccc(C(O)(C(F)(F)F)C(F)(F)F)cc1	i
43	CCCCn1c(=S)[nH]c2sc3c(c2c1=O)CCCC3	i
44	Cc1nc(N)sc1N=Nc1ccc(F)cc1	+
45	Cc1ccc(C(=O)Cn2cnc3c2c(=O)n(C)c(=O)n3C)s1	i

3 of these compounds, set out differently:
29	Nc1c(C(=O)CSc2nnc(NCc3ccco3)s2)c(=O)[nH]c(=O)n1C1CC1
  PL biosyn Enam: i
30	O=S(=O)(c1c(Cl)cc(Br)cc1Cl)N1CCN(C(=S)NC2CCCCC2)CC1
  PL biosyn Enam: i
31	Cc1cc(C2Nc3ccccc3-c3nc4ccccc4n32)c(C)n1-c1ccccc1 (stereo not given)
  PL biosyn Enam: i

The listing picks up with the 6 entries that preceded the break.
#	SMILES	PL biosyn Enam
40	O=c1cc(CSc2nnc3n2CCCCC3)nc2sccn12	i
41	NS(=O)(=O)c1ccc(NS(=O)(=O)c2ccc(Cl)cc2)cc1	i
42	Nc1ccc(C(O)(C(F)(F)F)C(F)(F)F)cc1	i
43	CCCCn1c(=S)[nH]c2sc3c(c2c1=O)CCCC3	i
44	Cc1nc(N)sc1N=Nc1ccc(F)cc1	+
45	Cc1ccc(C(=O)Cn2cnc3c2c(=O)n(C)c(=O)n3C)s1	i
46	O=c1[nH]c(CSc2nnnn2C2CCCC2)nc2ccc(Cl)cc12	i
47	O=[N+]([O-])c1cccnc1Nc1ccc2c(c1)OCCO2	i
48	c1cnn(-c2ccc(CSc3nnnn3C3CC3)cc2)c1	i
49	Cc1noc(C)c1S(=O)(=O)N1CCC(c2nc3ccccc3o2)CC1	i
50	COc1ccc(O)c(/C=N/N=C/c2cc(OC)ccc2O)c1	i
51	O=c1[nH]c(SC2C=CCCC2)nc2sc3c(c12)CCCC3 (stereo not given)	i
52	O=C1CCCN1C(=O)CSc1nnnn1C1CCCC1	i
53	CCOC(=O)c1c(C)[nH]c(C(=O)COC(=O)c2ccc([N+](=O)[O-])s2)c1C	i
54	C/C(=N\NC(=O)NC1CCCCC1)c1ccc(Cl)s1	i
55	C=C/C=C\C=C(/CC(=O)N=c1c(C(=O)OCC)cc2c(=O)n3cccc(C)c3nc2n1CCCCC)[N+](=O)[O-]	i
56	C(=N\n1c(-c2ccco2)csc1=NC1CCCCC1)/c1ccccn1	i
57	O=C(CN1C(=O)C2CC=CCC2C1=O)NC12CC3CC(CC(C3)C1)C2 (stereo not given)	i
58	C=CC(=O)N=C1N=C2C=CC(I)=CN2Cc2ccccc21	i
59	CCc1nnc(NC(=O)C2CC2)s1	i
60	c1ccc(-n2nnnc2SCc2cn3ccsc3n2)cc1	i
61	CC1(C)CC2CC(C)(CN2S(=O)(=O)c2cc(Cl)ccc2Cl)C1 (stereo not given)	i
62	Cc1sc2ncn(CC(=O)c3ccc[nH]3)c(=O)c2c1C	i
63	Cc1ccc(-c2ccc(Oc3nc(C)nc4sc5c(c34)CCC5)c(C)c2)cc1	i
64	NC(N)=NN=C1CCC(c2ccccc2)CC1 (stereo not given)	i
65	CC(C)(C)NC(=O)CC1(C(=O)O)CCCC1	i
66	FC(F)(F)c1cc(Cl)c2nc(CSC3CCCCC3)cn2c1	i
67	CCn1c(=S)[nH]c2sc(C)c(C)c2c1=O	i
68	CN(C1CCCCC1)S(=O)(=O)c1ccc(=S)[nH]c1	i
69	COc1cc(C2Oc3ccccc3C3CC(c4cccnc4)=NN32)cc(OC)c1OC (stereo not given)	i
70	Cn1c(SCc2nc3ccccc3o2)nnc1C(F)(F)F	i
71	OCc1cc(F)cc(CO)c1O	i
72	Cc1cc(/C=N/NC(C)(C)C)c(C)n1-c1ccc(I)cc1	i
73	O=C(N=C1N=C2C=CC=CN2Cc2ccccc21)c1cc(F)c(F)c(F)c1F	i
74	O=c1c2c3c(sc2[nH]c(=S)n1C1CCCC1)CCC3	i
75	CC(C)CCNC(=O)NC(=O)CSc1nc(N)cc(=O)[nH]1	i
76	CS(=O)(=O)c1ccc(NS(=O)(=O)c2ccc(Br)cc2Cl)cc1	i
77	CN1CCN(c2nc3ccccc3nc2NS(=O)(=O)c2ccc3c(c2)OCCO3)CC1	i
78	NC(=O)c1nn(CC(=O)N2CC(C(=O)N3CCOCC3)Oc3ccccc32)c(=O)c2ccccc12 (stereo not given)	i
79	CCN(CC)CC(O)COC1CCC(C(C)(C)C)CC1 (stereo not given)	i
80	O=C1CCC(C(=O)OCC(=O)N(C2CCCCC2)C2CCCCC2)=NN1	i
81	C1=C2Nc3ccccc3N=C(c3ccccc3)C2NN1c1ccccc1 (stereo not given)	i
82	NS(=O)(=O)c1ccc(NS(=O)(=O)c2ccc(OC(F)(F)F)cc2)cc1	i
83	Cn1cnn(CN2CCOCC2)c1=S	i
84	COCCN=c1scc(-c2ccc(Br)cc2)n1/N=C/c1ccc2c(c1)OCO2	i
85	S=c1[nH]nc(-c2ccc(Cl)cc2)n1/N=C/c1c2ccccc2cc2ccccc12	i
86	O=S(=O)(CCN1CCCC1c1nc2ccccc2s1)c1ccc(Br)cc1 (stereo not given)	i
87	Clc1ccc(OCc2nc3ccc(Cl)cc3[nH]2)c(Cl)c1	i
88	Cc1ccc2c(c1)NC(C)c1ccccc1O2 (stereo not given)	i
89	O=c1c(Cl)c(N2CCCC2)cnn1-c1ccccc1	i
90	Clc1cccc(Cl)c1Cn1nnc2ccccc21	i
91	O=[N+]([O-])c1ccc(C(O)CNC(=S)NCc2ccc3c(c2)OCO3)cc1 (stereo not given)	i
92	CC(C)c1ccc(-n2[nH]nnc2=S)cc1	i
93	Cc1ccc(Nc2nc(-c3ccc([N+](=O)[O-])cc3)cs2)c(C)c1	i
94	Nc1cc(N)nc(SCC(=O)c2cc3c4c(c2)CC(=O)N4CCC3)n1	i
95	Cc1sc2[nH]c3c(C(=O)N4CCCC4)cc(NC(=O)c4cccs4)c(=O)n3c(=O)c2c1C	i
96	Cc1cc(C2=NNC(=NCc3ccco3)SC2)c(C)n1Cc1cccs1	i
97	CCN=c1scc(-c2ccc(C)c(C)c2)n1/N=C/c1ccc(SC)cc1	i
98	NC(=O)c1c(NC(=O)CSc2nnc3n2CCCCC3)sc2c1CCCC2	i
99	Cc1nc2nc(N)nn2c(C)c1CC(=O)O	i
100	Cc1sc2ncnc(SC(C)C(N)=O)c2c1C (stereo not given)	i
101	CCCn1c(N)c(C(=O)CSc2nnc(Cc3csc(C)n3)o2)c(=O)[nH]c1=O	i
102	O=[N+]([O-])c1ccc2nc(SCc3cn4ccsc4n3)oc2c1	i
103	O=C(/C=c1\[nH]c(=O)/c(=C\c2ccc3c(c2)OCO3)s1)c1ccc(Cl)cc1	i
104	CCCN(CCC)c1nc(N)ncc1[N+](=O)[O-]	i
105	c1ccc2sc(SCCCCSc3nc4ccccc4s3)nc2c1	i

Additional entries follow:
#	SMILES	PL biosyn Enam
106	CCOc1ccc(Oc2c(C(F)(F)F)oc3cc(O)ccc3c2=O)cc1	i
107	COc1ccc(C2Sc3ccccc3NC3=C2C(=O)c2ccccc23)cc1 (stereo not given)	i
108	CC(C)(C)C1CCC(C(=O)OCC(=O)N2CCNC2=O)CC1 (stereo not given)	i
109	O=C1C(=O)N(C2CCCC2)C(=O)N1CN1CCN(S(=O)(=O)c2cccs2)CC1	i
110	O=C(O)CCNC(=O)c1ccco1	i
111	CSc1nnc(CSc2nc3ccccc3s2)n1-c1ccccc1	i
112	O=C1C2ON(c3ccccc3)C(c3ccccn3)C2C(=O)N1c1ccc(Br)cc1 (stereo not given)	i
113	Cc1nn(CC(C)C)c(C)c1CCC(=O)O	i
114	COc1cc(-c2nn(CN3CCCCCC3)c(=S)o2)cc(OC)c1OC	i
115	COc1ccc(OCC(O)CN)cc1 (stereo not given)	i
116	O=P1(NC23CC4CC(CC(C4)C2)C3)Oc2ccccc2OCCOCCOc2ccccc2O1	i
117	CCCCN(C(=O)C(C)CCC)c1c(N)n(CCC)c(=O)[nH]c1=O (stereo not given)	i
118	NC1=NC(C2CCCCC2)n2c(nc3ccccc32)N1 (stereo not given)	i
119	OC(c1ccccc1)C(F)(F)C1(F)OC(F)(F)C(F)(F)C1(F)F (stereo not given)	i
120	Oc1cccc2ccc(/C=C/c3cc(Br)ccc3F)nc12	i
121	O=C(COc1ccc2c3c(c(=O)oc2c1)CCC3)NC1CCCC1	i
122	Cc1c(P(c2ccccc2)c2ccccc2)[n+]2ccccc2n1C	i
123	Cc1ccc2nc(-c3ccc(F)cc3)cn2c1	i
124	O=[N+]([O-])c1cc(S(=O)(=O)N2CCCC2)ccc1NN=C1CCCCC1	i
125	O=C(CNC1CC2CC=CC21)Nc1ccc(F)c(F)c1 (stereo not given)	i
126	CC(=O)CSc1nc2sc(C)c(C)c2c(=O)n1C1CCCCC1	i
127	COC(=O)CCCCCN	i
128	O=C(O)CCn1[nH]c(=O)ccc1=O	i
129	CCC1(C)NC(=O)NC1=O (stereo not given)	i
130	Cc1csc(=Nc2ccc(Cl)c(Cl)c2)n1CC1CCCO1 (stereo not given)	i
131	CN/C(C)=C/C(=O)C(F)(F)F	i
132	O=S(=O)(c1ccc2c(c1)OCCCO2)N1CCNCC1	i
133	CC1(C)CC(/C=C/c2ccc(-c3ccccc3)cc2)=Nc2ccccc2S1	i
134	Cn1c(N)c(C(=O)COC(=O)COc2ccc(I)cc2)c(=O)n(C)c1=O	i
135	CN=c1scc(-c2ccc(F)cc2)n1/N=C/c1ccc(C(C)(C)C)cc1	i
136	NC(=O)C1CCCN1 (stereo not given)	i
137	C1CCc2c(sc3nc(CN4CCOCC4)nc(NC4CC4)c23)C1	i
138	CSc1nnc(SCc2nnc(-c3ccccc3)o2)s1	i
139	C(=N\Nc1ccc2ccccc2n1)/c1ccc2c(c1)OCO2	i
140	NC(=O)c1ccsc1NC(=O)C1CC2C=CC1C2 (stereo not given)	i
141	CCCN1C(=O)/C(=C/c2c(NCCCO)nc3ccccn3c2=O)SC1=S	i
142	CNS(=O)(=O)c1ccc(Cl)c(C(F)(F)F)c1	i
143	O=C(/C=C1\SC(=O)NC1=O)Nc1nccs1	i
144	O=C(COC(=O)C1CCC1)NC(=O)NC1CCCCC1	i

High-throughput results deposited in PubChem by School of Medicine, Boston University.
